# NR3A LBD binder = modulates the human NR3A ligand-binding domain. NR3A LBD differential scanning fluorimetry, Tm shift; 0% = protein alone, 100% = glycine-bound protein. Tm shift relative to glycine control, % at 25 µM. actives 2.5% (n = 340,000). AID 1259313;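 active means melting temperature shift of at least 10% of the positive control shift, at one fixed dose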
# APJ antagonist = antagonists of human APJ apelin receptor; AID 2521; CHO-K1 APJ beta-arrestin complementation, luminescence; actives 0.32% (n = 330,000); inhibition, % at 20 µM;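 active means inhibition above about 40% at 20 µM, limit read from the data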;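 further: cells challenged with 10 nM apelin-13 agonist together with compound; plate controls were apelin-13 plus DMSO wells for no effect and DMSO wells lacking apelin-13 for full effect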
# Target sequence (P35414 whole entry, looked up): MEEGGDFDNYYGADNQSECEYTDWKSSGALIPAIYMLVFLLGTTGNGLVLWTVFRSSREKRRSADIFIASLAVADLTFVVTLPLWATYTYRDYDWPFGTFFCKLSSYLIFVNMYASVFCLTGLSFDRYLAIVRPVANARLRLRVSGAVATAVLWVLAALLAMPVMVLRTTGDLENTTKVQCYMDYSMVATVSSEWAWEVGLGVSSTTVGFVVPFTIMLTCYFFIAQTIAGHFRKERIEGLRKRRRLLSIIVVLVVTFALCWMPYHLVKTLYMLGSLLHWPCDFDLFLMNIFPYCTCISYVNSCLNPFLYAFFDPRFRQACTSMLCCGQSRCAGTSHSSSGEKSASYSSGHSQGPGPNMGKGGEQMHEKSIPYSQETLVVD
# APJ agonist = activates the human apelin receptor APJ | P35414 | CHO-K1 APJ PathHunter beta-arrestin, luminescence; 0% DMSO wells, 100% apelin | activation, % at 20 µM | actives 0.11% (n = 330,000) | AID 2520;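 active means activation more than six SD over the plate average, tested at 20 µM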;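 further: 0% = DMSO alone and 100% = apelin-13 at 10 nM; some results filed as inactive read as strong as hits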
#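 Assay system: engineered CHO-K1 APJ arrestin reporter cells; Amount: 1000 CHO-K1 reporter cells seeded per well; Dosing: one dose, 20 µM compound, 1% DMSO; Times: compound stimulation 90 min at 25 °C, detection 60 min; Measured by: luminescent beta-gal fragment complementation, chemiluminescent substrate; Read-out: APJ–arrestin association signal; Controls: DMSO vs Apelin-13 10 nM.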
# MPTP inh = inhibitors of mitochondrial permeability transition pore; isolated mouse mitochondria, Ca2+ swelling absorbance, 30 min; inhibition, % at 10 µM; actives 1.4% (n = 360,000); AID 602449;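 active means inhibition of 50% or more, scaled per plate between neutral and stimulator controls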;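 further: 0% = DMSO wells given calcium and 100% = 1 mM EGTA wells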
# TIM10 inh = growth inhibitors of TIM10 yeast strain; inhibition, % at 10 µM; actives 1.4% (n = 330,000); S. cerevisiae TIM10 strain growth, BacTiter-Glo luminescence, 24 h;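 active means inhibition of 40% or more at the single tested concentration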;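 further: wild-type TIM10 isogenic control strain grown at permissive 25 °C; 0% = DMSO yeast wells and 100% = minimal medium wells without yeast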
# tim10-1 inh = growth inhibitors of tim10-1 mutant yeast | inhibition, % at 20 µM | AID 463190 | actives 2.2% (n = 330,000) | S. cerevisiae tim10-1 ts strain growth, BacTiter-Glo, 24 h;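 active means inhibition of at least 40%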;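 further: mutant grown at 25 °C; 0% = DMSO wells with yeast and 100% = wells holding no yeast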
# NALP3 yeast inh = NALP3 inhibition in yeast | AID 2825 | inhibition, % at 10 µM | Yeast reconstituted NLRP3/ASC/caspase-1, beta-gal luminescence, 24 h | actives 0.39% (n = 330,000);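 active means inhibition of 50% or more; inactive means inhibition below 50%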;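 further: plate controls were induced DMSO wells for no effect and uninduced yeast grown without galactose for full effect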
# tim23-1 inh = tim23-1 yeast growth inhibition | S. cerevisiae tim23-1 growth, BacTiter-Glo luminescence, 24 h | inhibition, % at 20 µM | actives 1.3% (n = 330,000) | AID 463212;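 active means growth inhibition of the mutant yeast at or above 50%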;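 further: temperature-sensitive mutant grown at 25 °C; plate controls were DMSO-treated mutant yeast for no effect and medium wells lacking yeast for full effect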
# beta cell repl = induces beta-cell replication in MIN6 cells | MIN6 cells proliferation, ATPlite luminescence, 48 h; cells starved in 0.2% serum; 100% = growth in 10% serum | proliferation, % at 10 µM | actives 0.29% (n = 330,000) | AID 2380;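 active means compounds whose signal lies at least 3.5 SD above the mean of all wells on their plate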;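 further: 0% = DMSO-treated cells in low-serum medium and 100% = 10% serum control; some compounds called inactive have numbers as strong as hits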
# * marks the source's active call; other numbers are inactive results; . = no result given.
SMILES,NR3A LBD binder,APJ antagonist,APJ agonist,MPTP inh,TIM10 inh,tim10-1 inh,NALP3 yeast inh,tim23-1 inh,beta cell repl
CCC(=O)c1coc2ccc(O)cc12,0,-36,12,-1.8,-13,9,-7,15,-3
NS(=O)(=O)c1ccc(CCNC(=O)COC(=O)CCN2C(=O)C3CC=CCC3C2=O)cc1 (stereo not given),1,0,-3,-0.7,6,1,21,3,-2
Cc1ccccc1NC(=O)CSc1nnc(-c2ccoc2C)n1CCc1ccccc1,0,-1,-8,23,18,33,-2,1,1
O=C(Nc1nc(-c2ccc(Cl)s2)cs1)c1ccncc1,-8,5,-2,62*,-15,-1,-5,-1,-1
COc1ccc(CCNS(=O)(=O)c2ccc3c(c2)CCN3C(=O)C2CC2)cc1OC,1,18,-3,-0.3,-1,20,-8,15,-3
Cc1ccc(NC(=O)COC(=O)Cn2cnc3ccccc32)cc1S(=O)(=O)N(C)C,-1,1,-1,-0.5,4,6,14,3,-1
O=C(Cc1ccc(S(=O)(=O)N2CCCCC2)s1)Nc1ccc(F)cc1F,1,-5,-4,1.1,26,24,1,26,-1
Cc1cccc(OCc2nnc(SCC(=O)Nc3ncc(C)s3)o2)c1,1,-1,5,-1.8,3,10,1,6,0
Cc1ccc(C)c(NC(=O)C2CCCN(S(=O)(=O)c3c(C)nn(C)c3C)C2)c1 (stereo not given),-3,-36,-3,-0.6,10,7,0,8,-1
CCCCn1c(N)c(N(CC(C)C)C(=O)C2CCN(C(=O)c3ccc(F)cc3)CC2)c(=O)[nH]c1=O,-2,-5,-4,-0.2,-3,-1,7,-8,-2
COC(=O)c1ccc(Nc2nc(C)cc(=O)[nH]2)cc1,1,-26,2,0.0,3,-4,14,-4,-1
Cc1c(C(=O)N(C)CCC#N)oc2ccc(S(=O)(=O)N3CCOCC3)cc12,-2,14,3,1.0,2,-1,21,-7,0
CCCCCC(=O)NNC(=S)NC(=O)c1cccc([N+](=O)[O-])c1,-3,7,-3,3.0,24,22,11,5,0
Cc1ccc(S(=O)(=O)N2CCN(CC(=O)N/N=C/C=C/c3ccccc3)CC2)cc1,-1,-4,0,1.7,-7,34,5,30,0
Cc1ccc(C(=O)C2=C(O)C(=O)N(Cc3ccccc3)C2c2cccnc2)o1 (stereo not given),0,8,-3,-3.6,-9,0,11,-3,-2
CC(C)c1cccc(-c2ccc3c(c2)S(=O)(=O)c2cccc(C(=O)NCc4ccco4)c2C3=O)c1,-4,-1,-1,0.7,-9,-6,4,2,-4
O=C(c1ccccc1)C1CN(c2ccccc2)CC1c1ccc(Cl)cc1 (stereo not given),-2,8,-2,12,0,9,18,7,-3
O=C1Nc2ccccc2S/C1=C/NCc1ccccc1Cl,0,13,-10,-0.2,6,17,11,23,-1
O=C(CCC(=O)N1CCN(c2ccc(F)cc2)CC1)c1ccc(Cl)cc1,-5,25,-1,1.2,25,10,9,15,-3
Cc1ccc2nc(SCc3nnc(-c4ccccc4)o3)[nH]c2c1,1,-1,-3,0.3,4,9,-2,-8,-2
CCN(CC)c1ccc(C(=O)NNC(=O)CN2C(=O)NC(C)(c3ccccc3)C2=O)cc1 (stereo not given),-1,11,-4,-0.6,3,7,6,14,0
CC(C)CC(NC(N)=O)C(=O)OCC(=O)Nc1ccc(OC(F)F)cc1 (stereo not given),1,-4,-1,2.0,0,8,5,-6,0
COc1ccc(-c2cc(=O)oc3cc(OC(C)C(=O)NCc4ccccn4)ccc23)cc1 (stereo not given),-5,6,1,-1.1,-4,13,-5,9,-3
Cc1ccc(S(=O)(=O)/N=C/c2ccc(N(C)C)cc2)cc1,-1,-2,-2,-20,-24,6,12,2,-3

# Ordered by count of non-hydrogen atoms (largest number first): part of the list above
SMILES,NR3A LBD binder,APJ antagonist,APJ agonist,MPTP inh,TIM10 inh,tim10-1 inh,NALP3 yeast inh,tim23-1 inh,beta cell repl
CC(C)c1cccc(-c2ccc3c(c2)S(=O)(=O)c2cccc(C(=O)NCc4ccco4)c2C3=O)c1,-4,-1,-1,0.7,-9,-6,4,2,-4
CCN(CC)c1ccc(C(=O)NNC(=O)CN2C(=O)NC(C)(c3ccccc3)C2=O)cc1 (stereo not given),-1,11,-4,-0.6,3,7,6,14,0
Cc1ccc(S(=O)(=O)N2CCN(CC(=O)N/N=C/C=C/c3ccccc3)CC2)cc1,-1,-4,0,1.7,-7,34,5,30,0
Cc1ccc(C(=O)C2=C(O)C(=O)N(Cc3ccccc3)C2c2cccnc2)o1 (stereo not given),0,8,-3,-3.6,-9,0,11,-3,-2
Cc1c(C(=O)N(C)CCC#N)oc2ccc(S(=O)(=O)N3CCOCC3)cc12,-2,14,3,1.0,2,-1,21,-7,0
O=C(c1ccccc1)C1CN(c2ccccc2)CC1c1ccc(Cl)cc1 (stereo not given),-2,8,-2,12,0,9,18,7,-3
Cc1cccc(OCc2nnc(SCC(=O)Nc3ncc(C)s3)o2)c1,1,-1,5,-1.8,3,10,1,6,0
CCCCCC(=O)NNC(=S)NC(=O)c1cccc([N+](=O)[O-])c1,-3,7,-3,3.0,24,22,11,5,0
O=C1Nc2ccccc2S/C1=C/NCc1ccccc1Cl,0,13,-10,-0.2,6,17,11,23,-1
COC(=O)c1ccc(Nc2nc(C)cc(=O)[nH]2)cc1,1,-26,2,0.0,3,-4,14,-4,-1

# (continued)
SMILES,NR3A LBD binder,APJ antagonist,APJ agonist,MPTP inh,TIM10 inh,tim10-1 inh,NALP3 yeast inh,tim23-1 inh,beta cell repl
Cc1cnc2cc([N+](=O)[O-])ccc2n1,-11,-20,0,0.1,-4,-7,12,12,-3
COc1ccc(C2CC(c3ccccc3)=NN2C(=O)COC(=O)COc2ccccc2)cc1 (stereo not given),-2,3,-3,-4.0,16,25,3,16,-3
COc1ccc(C(=O)/C=C/c2cn(CC(O)CN3CCN(C)CC3)c3ccccc23)cc1OC (stereo not given),0,11,2,-3.5,10,-6,-22,8,-4
COC(=O)c1c(NC(=O)COC(=O)c2ccc(NC(=O)CC#N)cc2)sc2c1CCCCC2,19*,-9,-4,7.2,2,4,20,-12,-6
CCOc1ccc(CCNC(=O)C2CC(=O)N(Cc3ccc(OC)cc3)C2)cc1OCC (stereo not given),1,1,-2,-0.3,6,-7,5,4,6
Cc1nc(NC(=O)CSc2nc3cccnc3n2Cc2ccccc2)sc1C,4,14,-1,-0.7,18,28,-5,1,-2
COc1ccc(Cc2nnc(SCC(=O)Nc3ccc(N4CCOCC4)cc3)n2C)cc1,-2,-5,-4,-1.5,-12,-3,-9,6,0
COc1ccc(OCC(=O)NC2CCCCCCC2)cc1,-5,9,-3,0.8,-11,16,24,17,11
Cc1nn(-c2ccccc2)c(C)c1NC(=O)CCl,6,1,-3,-2.3,-2,6,8,6,-1
Cc1ccccc1N1CCN(S(=O)(=O)Cc2ccccc2)CC1,5,5,-1,0.4,26,37,22,40,-1
Cc1ccc(/C(N)=N/OC(=O)Cc2ccccc2)cc1,1,-2,4,-0.9,40,33,14,28,-1
Nc1nc(-c2cc(Cl)cc(Cl)c2OC(F)F)cs1,-21,1,-3,-0.2,26,14,20,61*,0

# 2 records drawn at random from the list so far:
SMILES,NR3A LBD binder,APJ antagonist,APJ agonist,MPTP inh,TIM10 inh,tim10-1 inh,NALP3 yeast inh,tim23-1 inh,beta cell repl
COc1ccc(C2CC(c3ccccc3)=NN2C(=O)COC(=O)COc2ccccc2)cc1 (stereo not given),-2,3,-3,-4.0,16,25,3,16,-3
COC(=O)c1c(NC(=O)COC(=O)c2ccc(NC(=O)CC#N)cc2)sc2c1CCCCC2,19*,-9,-4,7.2,2,4,20,-12,-6

# Continuation:
SMILES,NR3A LBD binder,APJ antagonist,APJ agonist,MPTP inh,TIM10 inh,tim10-1 inh,NALP3 yeast inh,tim23-1 inh,beta cell repl
CC(=O)Nc1ccc(CN2CCN(Cc3ccc(F)c(F)c3)C(CCO)C2)cc1 (stereo not given),0,8,-2,-0.8,0,8,19,10,2
COc1cc2c(cc1OC)CN(C(=O)NS(=O)(=O)c1ccc(C)cc1)CC2,-2,-1,5,-1.8,1,10,6,5,1
COc1ncnc2sc3c(c12)CCCC3,2,13,-4,-0.8,-2,7,-9,12,2
COc1cc(C(=O)NCCOC(=O)c2cccc(N(C)C)c2)cc(OC)c1OC,0,-6,-2,0.2,3,20,3,23,0
NC(=O)c1ccccc1OCC(=O)NS(=O)(=O)c1ccc(Cl)cc1,0,14,-3,-1.1,-4,8,1,1,2
N/C(=N\NS(=O)(=O)c1ccccc1)c1ccccn1,0,-2,-3,3.0,-1,18,8,7,-2
O=c1[nH]c2ccccc2[n+]([O-])c1-c1ccccc1,1,-2,-3,-3.4,-21,-11,11,-1,3
NC(=O)C1CCN(c2nnnn2-c2ccccc2)CC1,1,15,-3,-1.0,-3,22,15,22,-4
CCOC(=O)CC1COCCN1Cc1cn(C)nc1-c1ccccc1F (stereo not given),-2,-2,-1,0.8,3,1,7,3,-1
COC(=O)/C(=C\C(=O)c1ccccc1)Nc1ccc(OC)cc1,2,10,-4,2.1,-9,-20,4,-2,-1
Cn1nc(CC(=O)Nc2cccnc2N2CCOCC2)c2ccccc2c1=O,.,2,-2,.,-4,7,12,-4,1
CCN(CC)S(=O)(=O)c1ccc(N2CCCCC2)c(NC(=O)C2=COCCO2)c1,-1,12,0,-1.3,31,26,8,46,-1
Cc1nc2ccccc2n1C1CCN(C(=O)Nc2ccccc2)CC1,-1,-14,-3,-4.6,-8,5,13,-10,2
COc1cccc(OC)c1OC(=O)/C=C/c1ccc(C)o1,1,14,-5,1.0,-22,-12,50,9,0

# Screens from PubChem BioAssay.
